# AI-2 QS modul = modulates the Vibrio harveyi AI-2 quorum sensing system. Vibrio harveyi JMH597 AI-2 luminescence/OD600 ratio, 9 h; active compounds read low; strain lacks LuxN and CqsS sensors; 0 = neutral-control median. activity change, % at 7.5 µM. 300,000 tested, 0.4% active; in the data active = activity change below about -75%, passing the limit was not always enough;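 note: luminescence divided by OD600 gain over 9 h not by final OD600 alone; inactives centre near 13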
# TRPC6 inh = blocks the mouse TRPC6 cation channel | HEK293-TRPC6, membrane potential dye, ACh-evoked depolarization; active compounds read low | B-score at 10 µM | 310,000 tested, 1.1% active | AID 2553;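 active = B-score under library mean minus 3 SD, initial fluorescence not abnormally high, positive integrated signal ratio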;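 note: B-score derived from integrated fluorescence ratio over the kinetic read; more negative B-score means stronger inhibition of depolarization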
# TRPC4 act = TRPC4 (mouse) channel activation; HEK293 TRPC4beta/mu-opioid, Fluo4 calcium fluorescence; active compounds read high; B-score at 10 µM; Q9QUQ5; AID 2237; 310,000 tested, 0.49% active;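 active = B-score above 5 SD of library B-scores, and initial fluorescence ratio not above library mean plus 5 SD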;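 note: positive B-score marks a calcium rise read as TRPC4 activation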
# Target sequence (Q9QUQ5 whole entry, looked up): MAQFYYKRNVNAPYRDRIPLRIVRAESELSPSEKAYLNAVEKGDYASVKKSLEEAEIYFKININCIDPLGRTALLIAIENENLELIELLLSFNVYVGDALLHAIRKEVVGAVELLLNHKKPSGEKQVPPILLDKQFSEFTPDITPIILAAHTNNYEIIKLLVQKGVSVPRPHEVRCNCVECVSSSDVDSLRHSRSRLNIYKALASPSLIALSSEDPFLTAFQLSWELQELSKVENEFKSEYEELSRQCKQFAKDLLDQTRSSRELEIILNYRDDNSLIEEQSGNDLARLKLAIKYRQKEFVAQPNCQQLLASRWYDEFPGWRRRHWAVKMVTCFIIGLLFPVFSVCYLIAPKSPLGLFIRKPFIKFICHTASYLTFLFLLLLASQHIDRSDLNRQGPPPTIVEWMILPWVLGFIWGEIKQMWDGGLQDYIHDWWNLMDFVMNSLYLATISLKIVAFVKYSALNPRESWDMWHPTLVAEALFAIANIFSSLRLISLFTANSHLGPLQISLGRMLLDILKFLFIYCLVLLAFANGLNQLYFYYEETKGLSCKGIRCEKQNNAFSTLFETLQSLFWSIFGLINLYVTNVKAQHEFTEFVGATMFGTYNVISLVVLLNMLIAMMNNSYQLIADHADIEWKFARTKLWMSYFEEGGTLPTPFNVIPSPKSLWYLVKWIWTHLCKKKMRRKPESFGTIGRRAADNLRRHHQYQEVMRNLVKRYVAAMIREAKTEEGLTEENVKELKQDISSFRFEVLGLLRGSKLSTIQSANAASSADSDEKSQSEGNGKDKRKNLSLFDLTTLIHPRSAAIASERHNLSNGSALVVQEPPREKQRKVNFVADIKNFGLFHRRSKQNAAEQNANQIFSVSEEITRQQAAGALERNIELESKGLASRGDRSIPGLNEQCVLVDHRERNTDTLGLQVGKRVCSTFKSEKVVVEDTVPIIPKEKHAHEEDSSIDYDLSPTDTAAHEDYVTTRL
#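 system = HEK293 cells stably co-expressing mouse TRPC4beta and mu-opioid receptor | schedule = Fluo4 dye loading 45 min at room temperature, 110 s recording | measure = B-scored integrated calcium fluorescence ratio | signal = Fluo4 calcium-sensitive dye fluorescence, kinetic, 1 Hz baseline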
# MrgX1 antagonist = antagonists of human MrgX1 receptor; AID 588676; 310,000 tested, 1.3% active; MRGX1-HEK293 calcium flux, Fluo-4, BAM8-22 antagonism; active compounds read low; B-score at 10 µM;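 active = calcium-response B-score plate-corrected more than 3 library SD below zero, starting fluorescence within 5 deviations, no agonist response on first addition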;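 note: peak minus trough fluorescence over baseline after final BAM8-22 challenge near maximal dose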
# TRPC4 potent = allosteric potentiators of mouse TRPC4 channel. B-score at 10 µM. 310,000 tested, 0.42% active. HEK293 TRPC4beta/mu-opioid, DAMGO EC20, Fluo-4 Ca2+ flux; active compounds read high;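 active = B-score of calcium response area above 5 SD of library B-scores, with initial fluorescence ratio within 5 SD of library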;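 note: B-score of integrated fluorescence ratio over time as area under calcium response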
# MrgX1 allo act = human MrgX1 positive allosteric modulation, primary screen. MrgX1-HEK293, Fluo-4 calcium flux, FDSS; active compounds read high. B-score at 10 µM. 310,000 tested, 0.63% active;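 active = plate-corrected calcium response at least 3 library SD above typical, normal starting fluorescence, not activating the receptor alone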;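 note: compound read alongside a low EC10 to EC30 dose of BAM8-22 agonist; peak minus trough fluorescence over baseline measured at the second addition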
# TRPC4 inh = TRPC4 (mouse) channel inhibition; Q9QUQ5; HEK293 TRPC4beta/mu-opioid, DAMGO-evoked Fluo4 calcium flux; active compounds read low; B-score at 10 µM; 300,000 tested, 0.39% active; AID 2247;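 active = B-score over 3 SD under the library average, no early fluorescence shift, positive overall ratio signal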
#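 Assay system – HEK293 line stably carrying TRPC4beta and mu-opioid receptor · Doses – single dose · Detection – Fluo4 calcium-dye fluorescence, kinetic read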
# TRPC6 act = activates the mouse TRPC6 cation channel; Q61143; 310,000 tested, 0.13% active; HEK293-TRPC6 membrane potential dye fluorescence; active compounds read high; B-score at 10 µM; AID 2550;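 active = B-score of the integrated fluorescence ratio above library mean plus 3 SD, and starting fluorescence ratio within library mean plus 5 SD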;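 note: higher score means more depolarization so channel activation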
# PolyA inh = yeast polyadenylation inhibition. S. cerevisiae SKY197-pL101 polyadenylation reporter, beta-gal luminescence; efflux-impaired pdr1/pdr3 knockout yeast; score 100 = 6 SD above DMSO. calls only at 12 µM. 300,000 tested, 0.02% active. AID 1875;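 active = lowest replicate activity score at least 50, where 100 means six control SD above control mean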;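 note: yeast exposed to compound for 9 h at 30 °C; higher score means more reporter readthrough which indicates perturbed polyadenylation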
# MrgX1 agonist = activates human MrgX1 receptor signaling; B-score at 10 µM; 310,000 tested, 0.44% active; MrgX1-HEK293 cells, Fluo-4 calcium fluorescence, agonist mode; active compounds read high; Q96LB2;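 active = calcium response B-score plate-corrected fluorescence ratio at least 3 library SD, with starting fluorescence B-score inside 5 SD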
#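 System: HEK293 cells stably expressing human MrgX1 receptor; Dosing: test compound in the initial addition of three; Schedule: overnight plating, then 30 min 37 °C plus 30 min room-temperature dye loading; Detection: kinetic calcium dye fluorescence, Fluo-4 NW; Controls: per-plate positive and negative controls for Z′ factor.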
# HIF act = HIF pathway transcriptional activation | U2OS HRE-luciferase reporter, luminescence; normalized: DMSO 0%, desferrioxamine 100% | 300,000 tested, 0.32% active | activation, % at 7.5 µM (by protocol);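 active = mean activation of at least 10% of the iron chelator positive control signal, with at least half of replicates also reaching 10%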
# Active calls of the source: *; i = inactive; . = not tested or not shown.
Molecule | AI-2 QS modul | TRPC6 inh | TRPC4 act | MrgX1 antagonist | TRPC4 potent | MrgX1 allo act | TRPC4 inh | TRPC6 act | PolyA inh | MrgX1 agonist | HIF act
COc1ccc(-c2nc3cnccn3c2Nc2ccc3c(c2)OCO3)cc1 | 27 | i | i | i | i | i | i | i | i | i | 0.8
COc1ccc(-n2c3c(cc(C(=O)NCC(=O)c4ccccc4)c2=O)C(=O)CC(C)(C)C3)cc1 | 23 | i | i | i | i | i | i | i | i | i | 0.2
Cc1c(C(=O)Nc2ccc(Cl)cc2)c2ccccn2c1C(=O)c1ccc([N+](=O)[O-])cc1 | 18 | i | i | i | i | i | i | i | i | i | 0.0
CCN(CC)CCCn1c2c(c(SCC(=O)Nc3ccccc3Cl)nc1=O)CCC2 | 22 | i | i | i | i | i | i | i | i | i | 0.3
Cc1ccccc1NC(=O)c1ccc2c(c1)C(=O)N(CC(C)C)C2=O | 25 | i | i | i | i | i | i | i | i | i | -1.2
CCOC(=O)N1CCN(C(=O)c2ccc(CN(c3ccc(C)c(C)c3)S(C)(=O)=O)cc2)CC1 | 18 | i | i | i | i | i | i | i | i | i | -0.3
Cc1ccc(-c2nn(-c3ccc(F)cc3)cc2C(=O)NCC2CCCO2)cc1 (stereo not drawn) | 18 | i | i | i | i | i | i | i | i | i | 0.2
O=c1oc(-c2cccc(S(=O)(=O)N3CCOCC3)c2)nc2ccccc12 | 15 | i | i | i | i | i | i | i | i | i | -0.2
CCOc1ccc(C(=O)NC2CC3CCCC(C2)N3Cc2ccccc2)cc1 (stereo not drawn) | 1 | i | i | i | i | i | i | i | i | i | 1.2
Cn1c(=O)c2c(nc(Br)n2Cc2ccccc2Cl)n(C)c1=O | 11 | i | i | i | i | i | i | i | i | i | -0.2
Cc1ccc(SCc2nc(N)nc(Nc3ccccc3C)n2)c(C)c1 | 9 | i | i | i | i | i | i | i | i | i | 0.2
CCN1C(=O)C(O)(C2COC(C)(C)CC2=O)c2cc(Br)ccc21 (stereo not drawn) | 37 | i | i | i | i | i | i | i | i | i | -0.3
CCc1c(C)sc(NC(=O)c2cc(-c3cc(OC)ccc3OC)on2)c1C#N | 22 | i | i | i | i | i | i | i | i | i | 0.3
COCCN(C(=O)COC(=O)/C=C/c1nc2ccccc2s1)c1c(N)n(Cc2ccccc2)c(=O)[nH]c1=O | 16 | i | i | i | i | i | i | i | i | i | -0.1
CSc1ccc(Cl)c(C(=O)N(C)CC(=O)Nc2ccc(N3CCOCC3)cc2)c1 | 7 | i | i | i | i | i | i | i | i | i | 0.4
O=C(CN(C1CCCCC1)S(=O)(=O)c1ccc(Cl)cc1)NCc1cccnc1 | -3 | i | i | i | i | i | i | i | i | i | -0.4
CC(C)(C)c1n[nH]c2c1CCCC2 | 1 | i | i | i | i | i | i | i | i | i | -0.1
Cc1c(C)c2ccc(OCC(=O)NCCN3CCOCC3)cc2oc1=O | 36 | i | i | i | i | i | i | i | i | i | -0.5
O=C(O)c1ccc(Cl)c(S(=O)(=O)N2CCC(Cc3ccccc3)CC2)c1 | . | i | i | i | i | i | i | i | i | i | 0.4
COC(=O)c1ccccc1NC(=O)CN1CCc2ccccc2C1 | 21 | i | i | i | i | i | i | i | i | i | 1.0
Cc1cc(NC(=O)Cn2nc3c(cc2=O)CCCC3)ccc1Br | -97* | i | i | i | i | i | i | i | i | i | -0.3
O=C(NN1CCOCC1)c1ccc(Cl)c([N+](=O)[O-])c1 | 37 | i | i | i | i | i | i | i | i | i | -0.5
N#CCCc1cccc(CCC#N)c1 | 10 | i | i | i | i | i | i | i | i | i | 0.0
CC(C)c1ccccc1OCCCCCNCCO | 9 | i | i | i | 13* | i | i | i | i | i | 0.3
Oc1ccc(-c2nnc(SCC3CCCCC3)o2)cc1 | -6 | i | i | i | i | i | i | i | i | i | 5.7
CCCc1cc(CNC(=O)C2CCC(=O)N(Cc3ccccc3OC)C2)on1 (stereo not drawn) | 18 | i | i | i | i | i | i | i | i | i | -0.4
O=C(Nc1cccc(S(=O)(=O)N2CCCC2)c1)c1cc(S(=O)(=O)N2CCOCC2)ccc1F | 0 | i | i | i | i | i | i | i | i | i | -0.1
CC(=O)c1ccc(NC(=O)/C(=C\c2ccc(F)cc2)NC(=O)c2ccco2)cc1 | . | i | i | i | i | i | i | i | i | i | 0.0
COC(=O)[C@H](CCSC)NC(=O)Nc1ccc(S(N)(=O)=O)cc1 | -3 | i | i | i | i | i | i | i | i | i | -0.1
Cc1ccc(C(=O)NCCCNC(=O)COc2ccc(Cl)c(C)c2)cn1 | 32 | i | i | i | i | i | i | i | i | i | -0.3
CC(C)(C)C(=O)Nc1cc(NC(=O)C(C)(C)C)cc(C(=O)NNC(=O)c2ccncc2)c1 | 16 | i | i | i | i | i | i | i | i | i | 1.3
O=C(CSc1nc(O)c(C2CCCCC2)c(=O)[nH]1)Nc1ccccc1Cl | 19 | i | i | i | i | i | i | i | i | i | -0.2
Cc1nnc(-n2cnc3ccccc32)c2ccccc12 | 12 | i | i | i | i | i | i | i | i | i | -0.1
CN(C)c1ccc(NC(=O)c2ccncc2)c2ccccc12 | 20 | i | i | i | i | i | i | i | i | i | -0.5
Cn1nnnc1SCC(=O)Nc1nc(-c2ccc(F)c(F)c2)cs1 | 26 | i | i | i | i | i | i | i | i | i | 0.0
COC(=O)CCC(=O)c1oc2ccccc2c1N | 16 | i | i | i | i | i | i | i | i | i | 0.2
NC(=O)c1cnn2c(-c3ccc(Cl)cc3Cl)ccnc12 | 36 | i | i | i | i | i | i | i | i | i | -3.3
O=C(O)CSc1ccc(Oc2ccc(SCC(=O)O)cc2)cc1 | 5 | i | i | i | i | i | i | i | i | i | 0.0
COc1ccc(OC)c(NC(=O)CCC(=O)N(Cc2ccc(OC)c(OC)c2)c2nccs2)c1 | 11 | i | i | i | i | i | i | i | i | i | 0.0
C=CCn1c(SCC(=O)Nc2ccc(N3CCOCC3)cc2)nc2ccccc2c1=O | 3 | i | i | i | i | i | i | i | i | i | 0.1
Cc1cc(C)c2c(=O)[nH]c(SCc3ccccc3)nc2n1 | 4 | i | i | i | i | i | i | i | i | i | -0.3
COc1ccc(CCN(C)C(=O)c2cc(S(=O)(=O)N3CCCCC3)ccc2Cl)cc1OC | 16 | i | i | i | i | i | -7* | i | i | i | 1.1
CC(=O)N1CCSc2ccc(S(=O)(=O)Nc3cccc(C)c3)cc21 | 2 | i | i | i | i | i | i | i | i | i | -0.1
COc1ccc(C(=O)C(O)C(c2ccc(C)cc2)N2CCOCC2)cc1OC (stereo not drawn) | 23 | i | i | i | i | i | i | i | i | i | 0.3
Clc1ccc(CNc2ccc(CNc3ncn[nH]3)cc2)cc1 | -64 | i | i | i | i | i | i | i | i | i | 0.8
CCOc1ccc2[nH]c3ncccc3c(=O)c2c1 | 8 | i | i | i | i | i | i | i | i | i | 1.4
COc1cccc(NC(=O)c2cn(C)c(=O)c3cc(OC)c(OC)cc23)c1 | 6 | i | i | i | i | i | i | i | i | i | -0.4
NC(N)=N/N=C/c1ccc(OCc2ccccc2)cc1 | 14 | i | i | i | i | i | i | i | i | i | 1.6
CCC1CCCCN1C(=S)Nc1ccc(C(C)=O)cc1 (stereo not drawn) | 11 | i | i | i | i | i | i | i | i | i | -0.3
CCOC(=O)C1CCN(Cc2ccc(OC)c(C)c2OC)CC1 | 14 | i | i | i | i | i | i | i | i | i | -0.1
CC(CCc1ccccc1)NCc1ccc(Cl)cc1Cl (stereo not drawn) | 16 | i | i | i | i | i | i | i | i | i | -2.4
CCOc1ccc(CCNC(=O)COC(=O)c2nc3nc(C)cc(C)n3n2)cc1OCC | 27 | i | i | i | i | i | i | i | i | i | -1.1
CN1CCN(c2ccccc2NC(=O)c2ccc([N+](=O)[O-])o2)CC1 | 49 | i | i | i | i | i | i | i | i | i | -3.1
O=C(CN1CCN(S(=O)(=O)c2ccc3ccccc3c2)CC1)Nc1ccc2c(c1)CCC2 | 24 | i | i | i | i | i | i | i | i | i | -0.1
Cc1ccc(N2CCN(S(=O)(=O)N(C)C)CC2)cc1C | 17 | i | i | i | i | i | i | i | i | i | 0.5
COC(=O)c1ccc(CSc2nc3ccccc3c(=O)n2-c2cccc(OC)c2)o1 | 9 | i | i | i | i | i | i | i | i | i | -0.4
COc1cccc(C(=O)n2ccc(-c3cccs3)n2)c1 | -7 | i | i | i | i | i | i | i | i | i | -0.3
Cc1cccc(NC(=O)C2COc3ccccc3O2)n1 (stereo not drawn) | . | i | i | i | i | i | i | i | i | i | 2.0
C/C(CC1CC(COCC(C)C)OC1=O)=N\NC(N)=S (stereo not drawn) | 15 | i | i | i | i | i | i | i | i | i | -0.7
Cc1ccccc1C(=O)Nc1ccc(CN2CCOCC2)cc1 | 7 | i | i | i | i | i | i | i | i | i | 0.5

# The list continues.
Molecule | AI-2 QS modul | TRPC6 inh | TRPC4 act | MrgX1 antagonist | TRPC4 potent | MrgX1 allo act | TRPC4 inh | TRPC6 act | PolyA inh | MrgX1 agonist | HIF act
COc1cc2c(cc1OC)CN(CC(=O)Nc1ccc(Cl)cc1Cl)CC2 | -18 | i | i | i | i | i | i | i | i | i | -16
CCOc1cc(/C=C2\C(=O)ON=C2c2ccccc2)ccc1OC | 23 | i | i | i | i | i | i | i | i | i | 0.5
COCCNC(=O)CN1C(=O)/C(=C/c2ccccc2)Oc2ccc(C(C)(C)C)cc21 | 5 | i | i | i | i | i | i | i | i | i | -0.3
CCOC(=O)N1CCN(C(=O)COC(=O)C2CCN(S(=O)(=O)c3c(C)c(C)cc(C)c3C)CC2)CC1 | 6 | i | i | i | i | i | i | i | i | i | 2.2
NS(=O)(=O)c1ccc(CCNC(=O)c2ccc([N+](=O)[O-])cc2[N+](=O)[O-])cc1 | 16 | i | i | i | i | i | i | i | i | i | -0.8
CN(CC(=O)Nc1ccccc1Cl)C(=O)COC(=O)CSc1ccc(F)cc1 | 21 | i | i | i | i | i | i | i | i | i | -0.2
Cc1ccc(S(=O)(=O)NCc2ccc(C(=O)NC3CCC(C)CC3)cc2)cc1 (stereo not drawn) | 40 | i | i | i | i | i | i | i | i | i | 2.4

# A portion of the library; rates above refer to the full screens.
